# Compound activity from PubChem.
# TSHR antagonist: Antagonists of the Thyroid Stimulating Hormone Receptor: HTS campaign. AID 504810, 2011. Thyrotropin receptor (Homo sapiens), P16473. activity change, negative = inhibition, % at 11.5 µM. 330,000 tested, 0.2% active. TSHR-expressing cells, TSH-stimulated cAMP HTRF, 2 h; hits give low values;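 active = activity change below a set negative limit, meaning inhibition stronger than a set level, cut at about -70% in these data; inconclusive = activity change between two set negative limits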; also: % is scaled to controls: 0 for no effect and ±100 for the full control effect
#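 TSHR-expressing cells were treated with compounds, then stimulated with TSH at EC80 (4nM final) for 2 hours at 37 deg C. Cellular cAMP was measured by HTRF competition between lysate cAMP and cAMP-d2 for a cryptate-labelled anti-cAMP antibody.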
# Mito fusion yeast: qHTS Assay for Small Molecule Inhibitors of Mitochondrial Division or Activators of Mitochondrial Fusion; 320,000 tested, 0.23% active; Potency, µM (top dose mostly 46.1 µM), for the others: at the highest dose growth rescue (activation), most hits filed as activators; S. cerevisiae fusion-defective mutant growth rescue, CellTiterGlo 48 h; AID 485298, 2010;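 also: potency is read from the fitted curve at half-maximal effect; % of control where 0% means no effect; nearly all actives have a fitted effect of over 45% in size; temperature-sensitive fusion mutants such as fzo1-1 at 37 °C on non-fermentable ethanol glycerol medium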
#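 S. cerevisiae fusion-defective temperature-sensitive mutants (e.g. fzo1-1, mgm1-5) grown 48 h at 37C in YPEG (ethanol/glycerol non-fermentable) medium with 23 nl compound per well; growth rescue read as CellTiterGlo luminescence.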
# MBNL1 CUG block: qHTS Assay for Inhibitors of MBNL1-poly(CUG) RNA binding; AID 2675, 2010; TR-FRET MBNL1-His/biotin-(CUG)12 binding, 665/545 ratio; Potency, µM (highest dose often 57.5 µM), for inactives: at the highest dose activity change, negative = inhibition, usual class: inhibitors; Muscleblind-like protein 1 (Homo sapiens), Q9NR56; 280,000 tested, 0.036% active; active = well fitted inhibition curve with a large enough effect in the signal ratio, with a control signal flat, not every such curve was filed as active; inconclusive = small, poorly fitted or top-dose-only effect, or effect the other way, or a change in a side signal; inactive = no such curve, though single readings can be large or run the other way; the % refers to the signal ratio; also: potency is read from the fitted curve at half-maximal effect; % is scaled to controls: 0 for no effect and ±100 for the full control effect
# Target sequence (Q9NR56 whole entry, looked up): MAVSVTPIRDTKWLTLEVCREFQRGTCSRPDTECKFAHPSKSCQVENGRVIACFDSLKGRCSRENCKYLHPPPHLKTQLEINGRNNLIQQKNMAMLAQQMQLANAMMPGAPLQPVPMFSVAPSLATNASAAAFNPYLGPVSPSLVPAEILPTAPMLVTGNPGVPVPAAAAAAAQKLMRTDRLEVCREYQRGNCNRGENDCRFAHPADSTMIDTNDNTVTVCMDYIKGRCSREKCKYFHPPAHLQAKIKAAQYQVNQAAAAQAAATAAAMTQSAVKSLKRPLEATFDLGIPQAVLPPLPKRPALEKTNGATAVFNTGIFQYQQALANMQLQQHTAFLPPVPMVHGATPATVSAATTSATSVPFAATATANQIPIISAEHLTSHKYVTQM
#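 His-tagged MBNL1 binding to biotinylated (CUG)12 RNA was measured by TR-FRET using terbium anti-His antibody (0.055 ng/ul final) and streptavidin-XL665 (5 nM final). Compounds were titrated 92 nM to 58 uM; 60 min at room temperature.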
# ASM inhibitor: Inhibitors of Secretory Acid Sphingomyelinase (S-ASM): qHTS. placental ASM, HMU-PC fluorogenic substrate, 60 min. Potency, µM (series often up to 57.5 µM), for the others: top-dose activity change, negative = inhibition, actives largely listed as inhibitors. 340,000 tested, 0.006% active; also: potency is read from the fitted curve at half-maximal effect
#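 qHTS format. ASM enzyme prepared from human placenta hydrolyses the fluorogenic substrate HMU-PC0 (9 uM final) over 60 min at 37 °C after a 10 min compound preincubation.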
# A-T KAP1 phos: qHTS Assay for Identifying a Potential Treatment of Ataxia-Telangiectasia | […] A-T fibroblasts, KAP-1 phosphorylation AlphaLISA; neocarzinostatin DNA damage 30 min before lysis | Potency, µM (highest dose often 57.5 µM), for the others: at the top dose activation, actives largely listed as activators | 320,000 tested, 0.19% active | AID 485349, 2010; also: potency is read from the fitted curve at half-maximal effect; % of control where 0% means no effect; nearly all actives have a fitted effect of over 45% in size
#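 ATM-like activity read as KAP-1 phosphorylation via AlphaLISA donor/acceptor antibody pairs after lysis and 6 hr at 25C. Cells were ATM-null patient fibroblasts ([…], hTERT), dosed 60 min, then exposed to the DSB inducer NCS for 30 min.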
# TCR activator: Activators of T cell receptors: qHTS campaign; primary human leukocytes, anti-CD3, IL-2 HTRF, 48 h; Potency, µM (titrated, usually from 9.22 µM), for the others: top-dose activation of IL-2 secretion, actives largely listed as activators; 330,000 tested, under 10 active; also: % of control where 0% means no effect
#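 1) Mix primary human leukocytes, a-CD3 beads and compound. 2) Incubate 48 hr. 3) Add HTRF IL-2 reagents (a-IL-2-K, a-IL-2-d2).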
# Menin-MLL TR inh: qHTS Assay for Inhibitors Targeting the Menin-MLL Interaction in MLL Related Leukemias: Competition With Texas Red Labeled MLL-derived Mutant Peptide; 270,000 tested, 0.23% active; Potency, µM (titrated, usually from 61.6 µM), inactives show top-dose FP activity change, negative = inhibition, hits mostly inhibitors; AID 1768, 2009; O00255; Menin + Texas Red MLL mutant peptide, fluorescence polarization; active = well fitted inhibition curve with a large enough effect in the polarisation, with a control signal flat, not every such curve was filed as active; inconclusive = small, poorly fitted or top-dose-only effect, or effect the other way, or a change in a side signal; inactive = no such curve, though single readings can be large or run the other way; the % refers to the polarisation; also: potency is read from the fitted curve at half-maximal effect; % of control where 0% means no effect; many of its hits are not listed in these tables
# Target sequence (O00255 whole entry, looked up): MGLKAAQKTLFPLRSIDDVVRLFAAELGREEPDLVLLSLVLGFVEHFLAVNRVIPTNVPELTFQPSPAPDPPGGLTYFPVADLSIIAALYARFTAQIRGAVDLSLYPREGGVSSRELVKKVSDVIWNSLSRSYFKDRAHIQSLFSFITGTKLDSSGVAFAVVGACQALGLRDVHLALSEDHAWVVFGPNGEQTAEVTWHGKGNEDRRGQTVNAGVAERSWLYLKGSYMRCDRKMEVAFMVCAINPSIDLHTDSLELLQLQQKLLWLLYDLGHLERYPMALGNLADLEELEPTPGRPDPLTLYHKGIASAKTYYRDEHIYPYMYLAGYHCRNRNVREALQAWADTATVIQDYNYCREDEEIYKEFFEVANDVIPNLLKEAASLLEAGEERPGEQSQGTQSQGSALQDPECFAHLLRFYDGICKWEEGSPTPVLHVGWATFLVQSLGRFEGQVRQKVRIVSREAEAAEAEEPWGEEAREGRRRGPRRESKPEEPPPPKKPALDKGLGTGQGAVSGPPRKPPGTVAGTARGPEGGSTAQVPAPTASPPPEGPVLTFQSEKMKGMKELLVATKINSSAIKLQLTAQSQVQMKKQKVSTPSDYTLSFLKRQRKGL
# MLL CXXC-DNA inh: qHTS Fluorescence Polarization Assay for Inhibitors of MLL CXXC domain - DNA interaction. Potency, µM (top dose mostly 115 µM), for the others: at the top dose activity change, negative = inhibition, actives largely listed as inhibitors. AID 2662, 2010. 290,000 tested, 0.037% active. MLL-CXXC / FITC-HOXA9 DNA fluorescence polarization. Histone-lysine N-methyltransferase 2A (Homo sapiens), Q03164; active = well fitted inhibition curve with a large enough effect in the polarisation, with a control signal flat, not every such curve was filed as active; inconclusive = small, poorly fitted or top-dose-only effect, or effect the other way, or a change in a side signal; inactive = no such curve, though single readings can be large or run the other way; the % refers to the polarisation; also: potency is read from the fitted curve at half-maximal effect
#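 Fluorescence polarization: 7 uM MLL-CXXC (stock) preincubated 5 min with compounds, then 50 nM fluorescein-HOX-A9 DNA (stock) added; 30 min ambient. Buffer 50 mM Tris-HCl pH 7.5, 50 mM NaCl, 1 mM DTT, 0.05% BSA.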
# PTAP TSG101 blk: qHTS Assay for Iinhibitors of HIV-1 Budding by Blocking the Interaction of PTAP/TSG101; Tumor susceptibility gene 101 protein (Homo sapiens), Q99816; Fluorescence polarization, FITC-PTAP peptide / Tsg101 binding; 340,000 tested, under 10 active; Potency, µM (series often up to 115 µM), for the others: at the top dose activity change, negative = inhibition, actives largely listed as inhibitors; active = well fitted inhibition curve with a large enough effect in the main read-out, with a control signal flat, not every such curve was filed as active; inconclusive = small, poorly fitted or top-dose-only effect, or effect the other way, or a change in a side signal; inactive = no such curve, though single readings can be large or run the other way; also: potency is read from the fitted curve at half-maximal effect; % of control where 0% means no effect
#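 Fluorescence anisotropy tracks displacement of a FITC-tagged PTAP peptide (50 nM) from the Tsg101 binding domain (10 uM), following a 20 min room-temperature incubation at pH 7.5.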
# Integrin act MD: qHTS for Activators of Integrin-Mediated Alleviation for Muscular Dystrophy; alpha7betagal myoblasts, beta-gal FDG fluorescence, 48 h; Potency, µM (top dose mostly 38.3 µM), inactives show at the highest dose activation, actives largely listed as activators; 350,000 tested, 0.064% active; AID 624291, 2012;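 also: potency is read from the fitted curve at half-maximal effect; 100% = response of the positive control SU9516; nearly all actives have a fitted effect of over 60% in size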
#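 Alpha7betagal+/- myoblasts (passage 13) were plated 16-24 hr, then exposed to compounds (1:260 dilution of DMSO stock) for 48 hours at 37C. After MPER lysis, β-galactosidase reporter activity was read as FDG fluorescence (ex 480/em 540) after 30 minutes.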
# Active calls of the source: *; u = inconclusive; x = no result given; [ ] = another dose, or the depositor's remark. Unless noted, calls follow the shape of the dose curve; as a rule, active = well fitted curve in the direction sought with a large enough effect; inconclusive = small, poorly fitted or top-dose-only effect, or another doubt; inactive = no such curve, though single readings can be large; an effect the other way counts as inactive or inconclusive. The list is partial. The share of hits here may be higher or lower than overall.
SMILES,TSHR antagonist,Mito fusion yeast,MBNL1 CUG block,ASM inhibitor,A-T KAP1 phos,TCR activator,Menin-MLL TR inh,MLL CXXC-DNA inh,PTAP TSG101 blk,Integrin act MD
CC(C)CN(C(=O)COC(=O)CCc1c[nH]c2ccccc12)C1CCS(=O)(=O)C1 (configuration not stated),5,-2%,1%,1%,-6%,-19%,4%,-3%,-5%,-15%
O=C(CSc1nnc(-c2cc3ccccc3cc2O)n1Cc1ccco1)N1CCc2ccccc2C1,-4,u,13%,8%,0%,2%,-10%,0%,0%,-44%
COCCNC(=O)c1ccc2snnc2c1,-7,1%,-2%,-1%,1%,-27%,3%,24%,-6%,-4%
CCOC(=O)N1CCN(C(=O)CCc2ccccc2)CC1,-128*,2%,-10%,1%,9%,x,-10%,-10%,-7%,u
Cc1cc(Cl)c2oc(C(=O)N(C)Cc3nccn3C)c(C)c2c1,9,-8%,0%,-1%,-4%,3%,-10%,10%,-10%,0%
CN(C)c1c(N)[nH]c2c(c1=O)c(=O)n(C)c(=O)n2C,-1,19%,-9%,-2%,12%,-3%[46.1 µM],4%,1%,-3%,-25%
COc1ccc(OC)c(NC(=O)C2CC2c2ccccc2)c1 (configuration not stated),9,-1%,-6%,-3%,-6%,5%,16%,-5%,-1%,6%
O=C(CN1CCOCC1)N1CCN(c2ccc3ccccc3n2)CC1,6,2%,0%,x,1%,x,-8%,-1%,x,x
O=C(c1cccs1)N1CCN=C1SCc1ccccc1F,14,7%,0%,-1%,10%,-7%,9%,-19%,-2%,-10%
CC(C)COP(=O)(c1ccc(N(C)C)cc1)C(O)c1cccnc1 (configuration not stated),2,-5%,4%,-1%,0%,-3%,x,1%,-7%,-1%
COc1ccc(CCNC2CC(=O)N(C)C2=O)cc1OC (configuration not stated),-5,-5%,1%,0%,5%,6%,-8%,22%,-8%,13%
Cc1cc(C(=O)N2CCCC(C(=O)c3ccc(Cl)cc3C)C2)no1 (configuration not stated),2,7%,-1%,-1%,4%,-9%,x,5%,0%,0%
COc1cccc(NC(=O)CN(C)C(=O)c2cc3c(s2)CCCC3)c1,-9,6%,x,-5%,-13%,-3%,x,x,-2%,-21%
Nc1ccc(N2CCN(C(=O)c3ccco3)CC2)cc1,4,1%,4%,-1%,-4%,0%,0%,-2%,0%,-20%
N#C/C(=C1\CCCN1)c1ccc2ccccc2n1,x,-2%,30%[activator],-6%,4%,8%,-4%,7%,-7%,7%
COc1cccc(N/C=C/C(=O)c2ccc(Cl)cc2)c1,-19,18%,x,45%[activator],8%,-1%[46.1 µM],12%,2%,0%,11%
O=C(NCCCN1CCCC1=O)c1ccc2c(=O)n(-c3ccccc3F)c(=S)[nH]c2c1,-1,5%,2%,49%[activator],1%,x,-6%,-3%,-2%,5%
CC(OC(=O)c1nsc(Cl)c1Cl)C(=O)NCc1ccco1 (configuration not stated),-10,-3%,5%,1%,5%,-1%,-3%,-16%,4%,8%
COc1ccc(OCC(=O)Nc2ccc3c(c2)nc(CN2CCCC2)n3C)cc1,12,-5%,0%,-1%,-2%,0%,x,-8%,-4%,8%
COc1ccc(CNS(=O)(=O)c2ccc(-c3ccc(=O)[nH]n3)o2)cc1,8,0%,u,-1%,-2%,5%,x,21%,0%,-33%
COc1ccccc1NS(=O)(=O)c1ccc(C)c(NC(=O)C2CCCO2)c1 (configuration not stated),-1,-3%,x,-1%,0%,8%,x,x,-4%,21%
OC(c1ccc2c(c1)OCO2)c1nccc2ccccc12 (configuration not stated),-2,1%,16%,1%,15%,x,-6%,3%,3%,16%
CC(=O)Nc1ccc(OC(=O)c2c(-c3ccccc3Cl)noc2C)cc1,-7,20%,4%,-1%,12%,1%[46.1 µM],5%,0%,1%,-15%
Cc1cc(Oc2cccc3c2S(=O)(=O)N(C2CCCC2)CC(COCc2ccccc2)O3)cc(C)c1C (configuration not stated),x,x,x,-10%,x,7%,x,x,3%,3%
O=C(CCC(=O)N(Cc1ccco1)C(C(=O)NC1CCCC1)c1ccncc1)Nc1cccnc1 (configuration not stated),-8,-1%,11%,-1%,0%,x,-2%,-2%,-5%,-14%
COc1ccc(C2C(C(C)=O)=C(O)C(=O)N2c2nc3ccccc3s2)cc1OC (configuration not stated),1,1%,u,8%,-1%,7%,18%,2%,-3%,11%
CCOC(=O)c1ccccc1NC(=O)COC(=O)c1ccc(OCC(=O)N2CCOCC2)c(OCC)c1,x,x,x,-2%,x,-4%,x,x,1%,-15%
O=C(Nc1ccccc1)NC1(C(=O)NCc2ccc3c(c2)OCO3)CCCCC1,4,-3%,-10%,-5%,-1%,3%,13%,5%,-3%,-8%
CC(=O)Nc1ccc(C(=O)CN2C(=O)NC3(CCCc4ccccc43)C2=O)c(F)c1 (configuration not stated),-4,x,x,-2%,-4%,-7%,x,x,0%,-1%
O=C1OC2(CCCCC2)OC(=O)C1=CNc1ccc2c(c1)OCO2,16,-1%,0%,3%,7%,0%,u,-8%,-6%,21%
CC1(C(=O)c2ccccc2)C2c3c(ccc4ccccc34)OC(=O)C21C(=O)N1CCOCC1 (configuration not stated),-5,-19%,6%,-2%,x,1%,-17%,-10%,-2%,11%
CC1CCCC(C)N1C(=O)COC(=O)c1nn(C)c(=O)c2ccccc12 (configuration not stated),0,4%,u,-2%,13%,-6%,-2%,1%,1%,-32%
O=C(C[C@H]1C/C=C\C[C@H](NC(=O)OCC2c3ccccc3-c3ccccc32)C(=O)O[C@H](c2ccccc2)CNC1=O)N[C@H](CO)Cc1ccccc1,32,x,x,-13%,6%,8%,x,x,-4%,-23%
O=C1C(Cc2ccccc2)SC(=Nc2ccccc2)N1c1ccccc1 (configuration not stated),38,-1%,0%,-6%,11%,7%,5%,3%,u,14%
CCOC(=O)c1c(S(=O)(=O)NCC(=O)Nc2cc(C)ccn2)c(C)n(C)c1C,13,2%,-3%,-1%,-11%,-4%,-12%,-3%,-6%,14%
Cc1ccccc1C(=O)Oc1ccccc1N1C(=O)C2CC=CCC2C1=O (configuration not stated),1,23%,x,1%,-1%,-7%[46.1 µM],-15%,14%,-1%,-23%
COc1ccc(CN2CCN(S(=O)(=O)c3ccc(C)cc3)CC2)cc1Br,1,-6%,-5%,-2%,3%,3%,4%,-5%,3%,0%[7.66 µM]
CCN(CC)S(=O)(=O)c1ccc2oc(C(=O)NC3CC3)c(C)c2c1,29,-3%,9%,0%,7%,-2%,-20%,3%,-2%,4%
COc1ccc(CC(=O)N(Cc2ccccc2)C(C)C)cc1,-6,4%,-18%,1%,-9%,0%,-20%,0%,-4%,4%
CC(C)c1nnc(NC(=O)c2sc3ccccc3c2Cl)s1,-22,1%,31%[activator],-6%,4%,3%,20%,u,-5%,13%
CCc1cccc(NC(=O)c2cccc3c2C(=O)N(CC2CCCO2)C3)c1 (configuration not stated),-6,14%,8%,-14%,2%,8%,u,x,-3%,u
COc1cc(OC)c2c(-c3cccc(/C=C/c4ccc(F)cc4)c3)cc(=O)oc2c1,3,x,x,-7%,11%,2%[46.1 µM],5%,x,1%,-14%

# Given as tab-separated lines: part of the list above
canonical_smiles	TSHR antagonist	Mito fusion yeast	MBNL1 CUG block	ASM inhibitor	A-T KAP1 phos	TCR activator	Menin-MLL TR inh	MLL CXXC-DNA inh	PTAP TSG101 blk	Integrin act MD
COc1ccc(CC(=O)N(Cc2ccccc2)C(C)C)cc1	-6	4%	-18%	1%	-9%	0%	-20%	0%	-4%	4%
CC(C)c1nnc(NC(=O)c2sc3ccccc3c2Cl)s1	-22	1%	31%[activator]	-6%	4%	3%	20%	u	-5%	13%
